Assay outcomes from PubChem BioAssay.
RGS4 block = human RGS4 inhibition. AID 463165. B-score at 10 µM. HEK293 M3R/RGS4 inducible, Fluo-4 calcium flux; stronger effect = higher value; triggered by carbachol at its EC20. 310,000 compounds, 0.45% hits;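 active means B-score, a plate-corrected calcium signal, over three deviations above library mean, with baseline fluorescence within five deviations of library mean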;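 further: RGS4 expression induced by doxycycline in cells with stable M3 receptor; B-score is computed from the integrated fluorescence ratio over baseline after carbachol; higher B-score means a larger calcium signal and so more RGS4 inhibition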
Target sequence (P49798 whole entry, looked up): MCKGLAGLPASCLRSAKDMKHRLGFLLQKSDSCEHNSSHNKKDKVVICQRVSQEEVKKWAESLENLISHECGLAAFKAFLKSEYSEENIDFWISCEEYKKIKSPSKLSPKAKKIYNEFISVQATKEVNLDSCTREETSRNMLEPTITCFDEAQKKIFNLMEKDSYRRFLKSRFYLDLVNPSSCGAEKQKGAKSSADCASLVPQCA
TRPC6 act = activates the mouse TRPC6 cation channel | Q61143 | HEK293-TRPC6 membrane potential dye fluorescence; stronger effect = higher value | AID 2550 | B-score at 10 µM | 310,000 compounds, 0.13% hits;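 active means B-score of the integrated fluorescence ratio above library mean plus 3 SD, and starting fluorescence ratio within library mean plus 5 SD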;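 further: higher score means more depolarization so channel activation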
Target sequence (Q61143 whole entry, looked up): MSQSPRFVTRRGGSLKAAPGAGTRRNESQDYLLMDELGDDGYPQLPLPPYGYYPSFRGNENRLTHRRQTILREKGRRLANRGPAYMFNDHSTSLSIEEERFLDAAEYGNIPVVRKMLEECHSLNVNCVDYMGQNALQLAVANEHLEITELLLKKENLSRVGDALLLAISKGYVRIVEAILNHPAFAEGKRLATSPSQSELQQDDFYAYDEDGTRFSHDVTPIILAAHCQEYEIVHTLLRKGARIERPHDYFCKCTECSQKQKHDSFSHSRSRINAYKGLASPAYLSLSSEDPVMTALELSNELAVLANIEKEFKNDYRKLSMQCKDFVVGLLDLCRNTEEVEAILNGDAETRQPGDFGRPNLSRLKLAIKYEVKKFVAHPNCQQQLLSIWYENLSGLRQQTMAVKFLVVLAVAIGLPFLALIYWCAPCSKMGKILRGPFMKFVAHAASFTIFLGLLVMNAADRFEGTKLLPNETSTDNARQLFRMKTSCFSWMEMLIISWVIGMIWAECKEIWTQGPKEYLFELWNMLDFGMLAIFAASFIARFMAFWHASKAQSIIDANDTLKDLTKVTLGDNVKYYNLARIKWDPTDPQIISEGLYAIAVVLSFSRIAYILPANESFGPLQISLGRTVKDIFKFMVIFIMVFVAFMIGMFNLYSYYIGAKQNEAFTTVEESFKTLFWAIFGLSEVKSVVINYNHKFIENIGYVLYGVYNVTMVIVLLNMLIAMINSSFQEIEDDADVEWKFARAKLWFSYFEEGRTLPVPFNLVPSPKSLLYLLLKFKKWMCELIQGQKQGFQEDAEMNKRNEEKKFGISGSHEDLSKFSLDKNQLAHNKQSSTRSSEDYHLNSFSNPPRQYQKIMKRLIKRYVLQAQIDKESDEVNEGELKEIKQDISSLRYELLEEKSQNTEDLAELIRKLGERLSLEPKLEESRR
ANO1 activ = activates or potentiates the mouse TMEM16A chloride channel; Q8BHY3; HEK293 TMEM16A/YFP-H148Q/I152L, iodide quench fluorescence; stronger effect = lower value; B-score at 10 µM; 340,000 compounds, 0.3% hits; AID 623877;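 active means fluorescence-ratio B-score plate-corrected deviation score at least 3 library SD below zero, with starting fluorescence score within 5 deviations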;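 further: channel opened by trigger with iodide after compound preincubation; score built on the fluorescence ratio of max minus min over baseline; more negative score means more quench and so TMEM16A activation or potentiation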
SKKanGAS inh = SKKanGAS growth inhibition; inhibition, % at 7.5 µM; AID 1662; S. pyogenes SKKanGAS, kanamycin growth, BacTiter-Glo, 6 h; 300,000 compounds, 1.3% hits;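 active means mean replicate score, as percent of positive control median, at least 50; inconclusive means mean below 50 but one replicate at or above 50; inactive means mean and every replicate below 50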;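 further: strain carries kanamycin resistance gene driven by streptokinase promoter and grows in 40 µg/ml kanamycin; loss of luminescence reflects streptokinase promoter inhibition or plain growth inhibition; 0% = median of DMSO wells and 100% = positive control at its reference dose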
MrgX1 antagonist = blocks BAM8-22 activation of human MrgX1 receptor | B-score at 10 µM | MRGX1-HEK293 calcium flux, Fluo-4, BAM8-22 antagonism; stronger effect = lower value | Q96LB2 | 310,000 compounds, 1.3% hits;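 active means calcium-response B-score plate-corrected more than 3 library SD below zero, starting fluorescence within 5 deviations, no agonist response on first addition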;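 further: peak minus trough fluorescence over baseline after final BAM8-22 challenge near maximal dose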
MrgX1 agonist = human MrgX1 receptor agonism, primary screen; Q96LB2; MrgX1-HEK293 cells, Fluo-4 calcium fluorescence, agonist mode; stronger effect = higher value; B-score at 10 µM; 310,000 compounds, 0.44% hits;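 active means calcium response B-score plate-corrected fluorescence ratio at least 3 library SD, with starting fluorescence B-score inside 5 SD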
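times = overnight plating, then 30 min 37 °C plus 30 min room-temperature dye loading | assay system = stable human MrgX1 HEK293 cell line | input = fifteen thousand cells per well | signal = kinetic calcium dye fluorescence, Fluo-4 NW | dosing = compound delivered in addition one of three | read-out = B-scored fluorescence response ratio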
HDAC3 inhib = inhibitors of human histone deacetylase 3; O15379; recombinant HDAC3, fluorogenic peptide/trypsin coupled, fluorescence; inhibition, % at 8.3 µM; 320,000 compounds, 0.15% hits; in the data active means inhibition above about 26%, passing the limit was not always enough; inconclusive means no clear call, values can overlap the other calls
TRPC6 inh = inhibitors of mouse TRPC6 channel; Q61143; HEK293-TRPC6, membrane potential dye, ACh-evoked depolarization; stronger effect = lower value; B-score at 10 µM; 310,000 compounds, 1.1% hits; AID 2553;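 active means B-score under library mean minus 3 SD, initial fluorescence not abnormally high, positive integrated signal ratio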;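 further: B-score derived from integrated fluorescence ratio over the kinetic read; more negative B-score means stronger inhibition of depolarization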
RGS4 act = RGS4 potentiation or activation; HEK293 M3R/inducible RGS4, carbachol calcium flux Fluo4; stronger effect = lower value; B-score at 10 µM; 310,000 compounds, 0.92% hits; AID 463111;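 active means B-score of the integrated calcium signal more than 4 SD below the library mean, with starting fluorescence not abnormally high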;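 further: negative B-score means reduced calcium response which marks RGS4 activation or potentiation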
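Reagent: ECmax carbachol challenge; Test system: M3R-expressing HEK293 line, RGS4 induced by doxycycline; Schedule: overnight RGS4 induction, 30 min dye load 37 °C, 20 min compound RT; Detection: calcium dye Fluo4 fluorescence; Read-out: Agonist-evoked peak-minus-minimum fluorescence over baseline, integrated ratio, B score.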
MrgX1 PAM = allosterically activates human MrgX1 receptor signaling | 310,000 compounds, 0.63% hits | B-score at 10 µM | MrgX1-HEK293, Fluo-4 calcium flux, FDSS; stronger effect = higher value | Q96LB2 | AID 588675;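 active means plate-corrected calcium response at least 3 library SD above typical, normal starting fluorescence, not activating the receptor alone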;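 further: compound read alongside a low EC10 to EC30 dose of BAM8-22 agonist; peak minus trough fluorescence over baseline measured at the second addition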
TMEM16A inh = inhibitors of mouse TMEM16A calcium-activated chloride channel. Q8BHY3. HEK293 TMEM16A/YFP iodide influx fluorescence, ionomycin. normalized B-score (activity score, 25-100; higher = stronger inhibition) at 10 µM. 310,000 compounds, 1.2% hits;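 active means ratio plate-corrected score three or more library SD toward inhibition, starting fluorescence score within five deviations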;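 further: score derived from kinetic fluorescence span divided by baseline fluorescence per well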
Active calls of the source: *; i = inactive; ? = inconclusive; / = not tested or not shown. Rows are unselected; any-hit rate near 6.7%.

SMILES	RGS4 block	TRPC6 act	ANO1 activ	SKKanGAS inh	MrgX1 antagonist	MrgX1 agonist	HDAC3 inhib	TRPC6 inh	RGS4 act	MrgX1 PAM	TMEM16A inh
Cc1ccc2nsnc2c1S(=O)(=O)N(Cc1ccco1)Cc1cc2cccc(C)c2[nH]c1=O	i	i	i	-1.2	i	i	-0.3	i	i	i	i
O=C(CN1CCCCCC1)Nc1cccc([N+](=O)[O-])c1	i	i	i	-0.7	i	i	10.3	i	i	i	i
CCC(=O)c1ccc(OCC(O)CN2CCN(S(=O)(=O)N3CCCCC3)CC2)cc1 (stereo not drawn)	i	i	i	-4.1	i	i	0.8	i	i	i	i
CC(=O)Oc1ccc(N2C(=O)c3cccc4c([N+](=O)[O-])ccc(c34)C2=O)cc1	i	i	i	12.2	i	i	-1.8	i	i	i	i
O=C(Cc1cccs1)NCc1ccccc1	i	i	i	-3.8	i	i	-5.0	i	i	i	i
CC(=O)N1CCN(C(=O)c2cc(=O)c3ccccc3o2)CC1	i	i	i	-1.7	i	i	0.4	i	i	i	i
O=S(=O)(c1ccc(N2CCCC2)cc1)C(F)(F)F	i	i	i	2.1	i	i	4.2	i	i	i	i
Cc1ccsc1C(=O)N1CCN(S(=O)(=O)c2cccc(F)c2)CC1	i	i	i	-2.5	i	i	-7.4	i	i	i	i
Cc1ccc2nc(C3CCCN(C(=O)NCc4ccccc4)C3)[nH]c2c1 (stereo not drawn)	i	i	i	/	i	i	-4.0	i	i	i	i
CCOc1ccccc1C(=O)N(Cc1cccs1)C1CCS(=O)(=O)C1 (stereo not drawn)	i	i	i	-2.6	i	i	-5.1	i	i	i	i
COCn1c(-c2cccc(Br)c2)nc2ccccc21	i	i	i	0.5	i	i	1.1	i	i	i	i
COC(=O)CSc1nc(N)c(C#N)c(-c2ccc(O)cc2)c1C#N	i	i	i	3.6	i	i	1.9	i	i	i	i
O=C(NCC1CC1)C1(C(F)(F)F)C/C(=C\Cc2ccccc2)CCCO1 (stereo not drawn)	i	i	i	5.7	i	i	9.7	i	i	i	i
CC(C)COc1cccc(C(=O)Nc2ccc(N3CCOCC3)cc2N2CCOCC2)c1	i	i	i	-5.0	i	i	10.1	i	i	i	i
Cc1onc(-c2ccccc2)c1-c1ccc(S(N)(=O)=O)cc1	i	i	i	3.4	i	i	-1.9	i	i	i	i
Cn1c(CSc2nc3ccc(Br)cc3[nH]2)nc2ccccc21	i	i	i	-2.3	i	i	1.0	i	i	i	i
CCOC(=O)Nc1cc(C)c(Cl)cc1OC	i	i	i	-5.7	i	i	7.3	i	i	i	i
CCOC(=O)Cn1cc(C(=O)C(=O)N2CCOCC2)c2ccccc21	i	i	i	-1.3	i	i	-2.1	i	i	i	i
CCC(=O)Nc1cc(C(=O)OCC(=O)c2ccccc2Cl)ccc1C	i	i	i	-6.2	i	i	-8.2	i	i	i	i
O=C(NC(=S)Nc1ccccn1)c1ccccc1	i	i	i	1.8	i	i	-0.3	i	i	i	i
COC(=O)[C@@H](Cc1c[nH]c2ccccc12)NC(=O)c1cc(=O)[nH]c2ccccc12	i	i	i	4.1	i	i	/	i	i	i	i
COc1ccc2nc3ccccc3nc2c1N	i	i	i	12.1	i	i	-0.4	i	i	i	i
c1cncc(-c2nc3ccccc3[nH]2)c1	i	i	i	2.6	i	i	1.4	i	i	i	i
O=c1c2ccccc2nc2n1CCC2	i	i	i	-6.4	i	i	-4.6	i	i	i	i
CCC(C(=O)OCC(=O)Nc1ccc(OC)cc1OC)c1ccccc1 (stereo not drawn)	i	i	i	0.3	i	i	1.7	i	i	i	i
CC12CCC(c3c(C(=O)O)nn(-c4ccccc4)c31)C2(C)C (stereo not drawn)	i	i	i	-0.2	i	i	-0.2	i	i	i	i
COc1ccc(CCN2CC(C(=O)NCC3(O)CCCCC3)CCC2=O)cc1 (stereo not drawn)	i	i	i	3.3	i	i	2.0	i	i	i	i
Cc1nc2nc[nH]n2c(=O)c1NC(=O)c1c(-c2ccccc2Cl)noc1C	i	i	i	2.1	i	i	/	i	i	i	i
CC(=O)N1CCc2cc(S(=O)(=O)NCCC(=O)NC3CCCc4ccccc43)ccc21 (stereo not drawn)	i	i	i	8.2	i	i	-4.7	i	i	i	i
COc1cccc(NC(=S)Nc2cc(C(=O)O)ccc2N2CC3CC(C2)c2cccc(=O)n2C3)c1 (stereo not drawn)	i	i	i	13.1	i	i	3.4	i	i	i	i
Cc1cccc(NC(=O)Nc2cc(C)on2)c1	i	i	i	-7.5	i	i	-4.1	i	i	i	i
Cc1cc([N+](=O)[O-])nn1CC(=O)Nc1cccc2nonc12	i	i	i	7.2	i	i	2.9	i	i	i	i
COc1ccccc1C1C(C(N)=O)=C(C)Nc2nc(-c3ccccc3Cl)nn21 (stereo not drawn)	i	i	i	-2.3	i	i	-2.0	i	i	i	i
Cn1c(N)c(C(=O)Nc2ccccc2)c(=O)[nH]c1=O	i	i	/	-7.3	i	i	-0.6	i	i	i	i
Cc1ccc(C(=O)N/C(=C\c2ccco2)C(=O)NCCN2CCOCC2)cc1C	i	i	i	1.3	i	i	8.9	i	i	i	i
O=C(N=C1SC2CS(=O)(=O)CC2N1c1cccc(Cl)c1)C1CCCO1 (stereo not drawn)	i	i	i	1.1	i	i	-1.6	i	i	i	i
O=C(Cc1csc(NC(=O)Nc2cccc(Cl)c2)n1)NCc1ccccn1	i	i	i	86.2*	i	i	-4.6	i	i	i	i
O=C(Nc1oc2ccccc2c(=O)c1-c1ccc(Br)cc1)c1ccco1	i	i	i	17.8	i	i	3.7	i	i	i	i
CC(OC(=O)Cc1c[nH]c2ccccc12)C(=O)Nc1ccccc1F (stereo not drawn)	i	i	i	-0.1	i	i	?	i	i	i	i
O=C(CCn1cccc1)N1CCc2ccccc21	i	i	i	-1.2	i	i	-1.4	i	i	i	i
Cc1ccc(N(C(=O)c2csnn2)C(C(=O)NC2CCCCC2)c2cccnc2)cc1 (stereo not drawn)	i	i	i	-2.8	i	i	0.8	i	i	i	i
CCOC1CC(C)(C)NC(=S)N1 (stereo not drawn)	i	i	i	-6.1	i	i	-4.1	i	i	i	i
O=C(CCS(=O)(=O)c1cccc2nsnc12)N1CCN(C(=O)c2ccco2)CC1	i	i	i	15.6	i	i	2.5	i	i	i	i
Cn1c(SCC(=O)NC2CC2)nnc1-c1ccco1	/	/	/	/	i	i	3.0	/	/	i	i
COc1ccc(C2c3ccc4ccccc4c3Oc3ncn(Cc4ccco4)c(=N)c32)cc1OC (stereo not drawn)	i	i	i	13.8	i	i	4.8	i	i	i	i
Cc1ccccc1-c1nnn(C/C(N)=N/O)n1	i	i	i	-0.8	i	i	0.0	i	i	i	i
CCC(=O)n1nc(-c2ccco2)nc1N	i	i	i	-7.1	i	i	-0.3	i	i	i	i
O=[N+]([O-])c1ccc(-c2c[nH]c(=S)[nH]2)cc1	i	i	i	-6.4	i	i	5.6	i	i	i	i
CCOc1ccc(N(CC(=O)NC2CC3CCC2C3)S(=O)(=O)c2ccccc2)cc1 (stereo not drawn)	i	i	i	5.6	i	i	-6.3	i	i	i	i
CCOc1ccc(/C(O)=C2/C(=O)C(=O)N(CCN(CC)CC)C2c2ccco2)cc1 (stereo not drawn)	i	i	i	-4.5	i	i	-7.5	i	i	i	i
CN(CC(=O)Nc1ccc(Cl)c(C(F)(F)F)c1)C(=O)CCN1C(=O)C2CCCCC2C1=O (stereo not drawn)	i	i	i	36.1	i	i	?	i	i	i	i
CCO/C=C1\SC(=S)N(c2ccc(Cl)cc2)C1=O	i	i	i	7.6	i	i	-8.1	i	i	i	i
COc1ccc(NCC(O)COc2ccc(C(C)(C)C)cc2)cc1 (stereo not drawn)	i	i	i	5.9	i	i	18.5	i	i	i	i
Cc1ccc(CNc2nc(Cl)c(C#N)s2)cc1	i	i	i	3.9	i	i	2.1	i	i	i	i
Cc1ccc(S(=O)(=O)Nc2ccc(C(OC(=O)c3ccccc3[N+](=O)[O-])(C(F)(F)F)C(F)(F)F)cc2)cc1	i	i	i	42.4	i	i	31.1*	i	i	i	i
Cc1cccc(C)c1NC(=O)C(=O)c1cn(C)c2ccccc12	i	i	i	-0.5	i	i	-0.3	i	i	i	i
CCOC(=O)c1c(CSc2ccccc2)n(C)c2ccc(O)c(CN3CCN(C)CC3)c12	i	i	i	1.4	i	i	2.6	i	i	i	i
Cc1noc(C)c1COC(=O)C1CCN(C(=O)c2ccc(Cl)cc2)CC1	i	i	i	0.2	i	i	-0.9	i	i	i	i
Nc1nc(NCc2ccco2)nc(N2CCCCCC2)c1[N+](=O)[O-]	i	i	i	?	i	i	/	i	i	i	i
O=C(c1cnc2n(c1=O)CCS2)N1CCN(c2ccc(Cl)c(Cl)c2)CC1	i	i	i	-1.9	i	i	1.8	i	i	i	i

(listing goes on)
SMILES	RGS4 block	TRPC6 act	ANO1 activ	SKKanGAS inh	MrgX1 antagonist	MrgX1 agonist	HDAC3 inhib	TRPC6 inh	RGS4 act	MrgX1 PAM	TMEM16A inh
COc1ccc(/C=N/NC(=O)COc2ccccc2-c2ccccc2)cc1	i	i	i	29.9	i	i	8.2	i	i	i	i
COc1cccc(/C=C/c2[nH]c(=O)[nH]c(=O)c2[N+](=O)[O-])c1O	5.26*	i	i	1.2	i	i	5.6	i	i	i	i
CN1C(=O)CSc2ccc(NC(=O)N3CCC(N4CCCCC4)CC3)cc21	i	i	i	-3.2	i	i	5.8	i	i	i	i
OCCNc1cnc2ccccc2n1	i	i	i	1.0	i	i	-4.5	i	i	i	i
Cc1ccc(C(=O)NCc2n[nH]c(=S)n2-c2ccccc2)cc1[N+](=O)[O-]	i	i	i	1.0	i	i	-3.0	i	i	i	i
CCCCOC(=O)Nc1nnc(C(C)C)s1	i	i	i	9.7	i	i	-2.8	i	i	i	i
CN1CCC(N(C)C(=O)c2ccccc2F)CC1	i	i	i	-1.0	i	i	-4.7	i	i	i	i
CC12CCC(=O)N1C(C(=O)Nc1ccccc1N1CCOCC1)CS2 (stereo not drawn)	i	i	i	39.4	i	i	4.6	i	i	i	i
O=C(c1cc2ccccc2cc1O)N1CCN(c2ccccn2)CC1	i	i	i	-1.4	i	i	13.1	i	i	i	i
Cc1[nH]c(=O)c(Cc2ccccc2)c(O)c1C#N	i	i	i	-2.5	i	i	-6.6	i	i	i	i
Cc1nc(C(=O)NC2CC2)sc1C1(C)CC(c2cccc([N+](=O)[O-])c2)=NO1 (stereo not drawn)	i	i	i	3.2	i	i	-9.4	i	i	i	i
